CDK5 p35 inh – inhibitors of human CDK5/p35 kinase, primary screen, biochemical, single concentration; Recombinant CDK5/p35, ADP-Glo luminescence, 60 min; AID 488839, 2010; inhibition, % at 10 µM; 330,000 tested, 0.01% active;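 active = highest replicate inhibition of at least 50% and at least 75% of replicates reaching 50%; inconclusive = only one of the two criteria met; inactive = both criteria failed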;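 also: plate controls were DMSO neutral control for no effect and GW8510 at 10 µM for full effect; many of its hits are not listed in these tables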
HTR5A inv ag – HTR5A inverse agonists in luminescence cell assay, primary screen, counter-screen for OPRM1-OPRD1 heterodimer inverse agonist project, full-deck HTS | inhibition, % at 9.3 µM | HTR5A cell line, inverse agonism | 5-hydroxytryptamine receptor 5A (Homo sapiens), P47898 | 340,000 tested, 0.083% active; in the data active = inhibition mostly above about 23%, no sharp cut-off; inactive = mostly below about 18%;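 also: 0% = cells with DMSO and 100% = no-cell wells with DMSO; some compounds called inactive have numbers as strong as hits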
E coli growth – E. coli V3065 growth inhibition, primary screen, counter-screen for AddAB inhibitor project, absorbance, OD600; 18 h; inhibition, % at 11.9 µM; 330,000 tested, 0.27% active; AID 449728, 2010;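 active = inhibition above the campaign's mean inhibition across all tested compounds plus 3 SD, cut at about 9.9% in these data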;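 also: uninfected addAB+ strain grown without phage in ampicillin broth; 0% = DMSO wells and 100% = ciprofloxacin 0.95 µg/ml wells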
HTR5A ag ctr – HTR5A agonists in luminescence cell assay, primary screen, counter-screen for OPRM1-OPRD1 heterodimer agonist project, full-deck HTS | 5-hydroxytryptamine receptor 5A (Homo sapiens), P47898 | cell-based | activation, % at 9.3 µM | 340,000 tested, 0.61% active | AID 504692, 2011; in the data active = activation mostly above about 9.5%, no sharp cut-off; inactive = mostly below about 7.6%;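 also: 0% = cells with vehicle only and 100% = reference agonist; strong numbers were not always called active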
Tat transport – E. coli Tat export inhibitors, primary screen, MC4100, TorA-mCherry reporter, fluorescence, single point; inhibition, % at 10 µM; 340,000 tested, 0.036% active; AID 488895, 2010;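 active = mean replicate inhibition at least 50% and at least half of replicates individually reaching 50%; inconclusive = only one of the two criteria met; inactive = neither criterion met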;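 also: exported cargo escapes ClpAP degradation while cytoplasmic cargo is degraded and loses fluorescence; 0% = median of neutral control wells and 100% = median of NaSCN control wells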
DAGLB inhibitor – DAGLB lipase inhibitors, primary screen, biochemical, fluorescence, HTS; HEK293T DAGLB membrane lysate, EnzChek fluorogenic substrate; inhibition, % at 5.17 µM; 340,000 tested, 0.059% active; AID 504411, 2011; in the data active = inhibition above about 34%;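 also: 0% = enzyme with vehicle and 100% = wells lacking enzyme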
Target sequence (Q8NCG7 whole entry, looked up): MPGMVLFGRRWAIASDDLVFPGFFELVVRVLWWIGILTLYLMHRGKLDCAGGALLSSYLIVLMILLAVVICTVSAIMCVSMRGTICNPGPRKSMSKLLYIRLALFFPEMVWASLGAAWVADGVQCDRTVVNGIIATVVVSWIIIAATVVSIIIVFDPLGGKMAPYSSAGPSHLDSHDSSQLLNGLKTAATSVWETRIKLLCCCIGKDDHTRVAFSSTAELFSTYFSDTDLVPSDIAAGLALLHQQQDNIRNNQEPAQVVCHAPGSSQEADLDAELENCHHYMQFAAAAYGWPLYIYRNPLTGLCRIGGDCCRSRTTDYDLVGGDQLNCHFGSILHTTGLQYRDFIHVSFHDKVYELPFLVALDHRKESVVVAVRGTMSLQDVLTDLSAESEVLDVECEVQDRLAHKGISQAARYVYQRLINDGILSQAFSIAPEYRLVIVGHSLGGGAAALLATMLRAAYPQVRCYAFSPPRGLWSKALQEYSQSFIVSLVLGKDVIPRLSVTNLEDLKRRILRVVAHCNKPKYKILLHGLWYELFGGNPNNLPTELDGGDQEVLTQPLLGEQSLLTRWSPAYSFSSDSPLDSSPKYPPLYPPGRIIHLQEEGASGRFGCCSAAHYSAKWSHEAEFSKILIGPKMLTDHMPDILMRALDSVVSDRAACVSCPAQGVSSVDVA
Mot1-301 SUMO – yeast Mot1-301 growth rescue at high temperature, primary screen, SUMOylation pathway inhibitor project, S. cerevisiae, ATP luminescence, 38.5C; S. cerevisiae Mot1-301 growth rescue; percent above DMSO median, 100 means doubled; 320,000 tested, 1% active; growth rescue, % at 18.8 µM; AID 2716, 2010;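 active = every valid replicate shows activation above 250% relative to neutral control wells; inactive = the rest, any valid replicate at or below 250%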;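 also: OY570 slx delta 5 strain wells were the positive control but not used for scaling; some compounds called inactive have numbers as strong as hits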
AddAB inh – growth inhibition of E. coli expressing H. pylori AddAB, primary screen, AddAB inhibitor project, absorbance | inhibition, % at 11.9 µM | 330,000 tested, 0.29% active | AID 435030, 2010; in the data active = inhibition above about 12%;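 also: 0% = vehicle wells of infected cells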
PKA-R2B activ – activators of PKA-R2B holoenzyme, primary screen, biochemical, fluorescence polarization, Cy5-IP20, human; PKA-R2B holoenzyme dissociation; R2B truncated from residue 108, S112A mutant; 0% DMSO only, 100% 113 µM cGMP; AID 504700, 2011; 340,000 tested, 0.079% active; cAMP-dependent protein kinase catalytic subunit beta (Homo sapiens) + cAMP-dependent …; activation, % at 11.4 µM;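 active = activation above a cutoff set at the mean over all compounds plus 3 SD, cut at about 18% in these data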;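 also: higher means more holoenzyme dissociation and a rise in polarization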
Target sequence (P31323 whole entry, looked up, other chains not shown, the tested form may be a part): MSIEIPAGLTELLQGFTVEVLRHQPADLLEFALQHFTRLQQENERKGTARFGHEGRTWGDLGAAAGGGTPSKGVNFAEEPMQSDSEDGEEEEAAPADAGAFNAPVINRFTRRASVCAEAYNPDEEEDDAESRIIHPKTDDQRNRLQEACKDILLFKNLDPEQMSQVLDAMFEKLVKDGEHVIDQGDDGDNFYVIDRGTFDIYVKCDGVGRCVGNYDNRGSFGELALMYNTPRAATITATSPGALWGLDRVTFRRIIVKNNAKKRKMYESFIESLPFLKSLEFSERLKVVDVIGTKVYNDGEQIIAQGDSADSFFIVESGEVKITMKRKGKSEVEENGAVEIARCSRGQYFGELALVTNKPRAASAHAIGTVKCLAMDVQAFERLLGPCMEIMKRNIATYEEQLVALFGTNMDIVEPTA
phage Ecoli inh – growth loss of phage-infected E. coli, primary screen, RecBCD inhibitor project, absorbance, with phage, HTS. inhibition, % at 11.9 µM. AID 651602, 2012. 360,000 tested, 0.26% active; in the data active = inhibition above about 11%
PKA-R1A activ – activators of PKA-R1A holoenzyme, primary screen, biochemical, fluorescence polarization, Cy5-IP20, bovine R1A, mouse PKAc; cAMP-dependent protein kinase type I-alpha regulatory subunit (Bos taurus) + …; PKA-R1A dissociation; scaled: DMSO 0%, 113 µM cGMP 100%; activation, % at 11.4 µM; 340,000 tested, 0.083% active; AID 504707, 2011;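 active = percent activation above the mean of all tested compounds plus 3 SD, cut at about 19% in these data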;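 also: higher means more PKAc released from R1A so a rise in polarization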
The depositor's hits bear a star; ? = inconclusive; . = no result given; + = active, no number.

entry | compound | AddAB inh | phage Ecoli inh | Mot1-301 SUMO | PKA-R1A activ | HTR5A inv ag | HTR5A ag ctr
1 | Cc1cc(N2CCOCC2)ccc1/C=C1/SC(=O)NC1=O | 4.5 | 5.5 | . | 5 | -2 | 0
2 | O=C(O)c1cn(Cc2ccccn2)c(=O)c2ccccc12 | -0.3 | 4.1 | + | 1 | 0 | 7
3 | O=C(CN1CCCC1)Nc1ccc(F)cc1 | 6.2 | 3.5 | 27 | -4 | 8 | -3
4 | Cc1cc(C)c(S(=O)(=O)c2ccc(C(C)(C)C)cc2)c(Cl)n1 | 0.2 | -0.1 | 11 | 8 | -16 | 4
5 | Cc1cc(C)cc(NC(=O)CN2C(=O)C3CC=CCC3C2=O)c1 (stereo unspecified) | 2.1 | 0.3 | -9 | 3 | -21 | 9
6 | C=CCN1C(=O)C(C)(C)N(C(C)=O)c2ccccc21 | 0.5 | 1.1 | -11 | -5 | 0 | 3
7 | Cc1ccc(-c2cc(C(=O)NC3=NCCS3)c3ccccc3n2)cc1C | -1.3 | -2.0 | -7 | -5 | 26 | 0
8 | Cc1nn(-c2cccc(C(=O)O)c2)c(C)c1Oc1ccccc1O | 3.4 | 0.7 | . | -7 | 14 | -5
9 | CCOc1ccc([C@@H]2CC=C(C(=O)O)[C@H](c3cccc(Cl)c3)N2S(=O)(=O)c2ccc(C)cc2)cc1 | 1.3 | 3.2 | 0 | 7 | 0 | 4
10 | O=C1[C@H]2[C@@H](C3CC3)N3C(=O)CN(Cc4ccccn4)C(=O)[C@@]3(Cc3ccccc3)[C@H]2C(=O)N1c1ccccc1 | 3.9 | -0.3 | -9 | -3 | -4 | -8
11 | O=C(NCC1CCCCC1)c1cccc(Br)c1 | 0.5 | 1.1 | -4 | 4 | 8 | -1
12 | C(=N\Nc1ccc2nncn2n1)/c1ccco1 | 2.2 | 3.2 | -1 | 0 | 14 | -2

entry | E coli growth | CDK5 p35 inh | Tat transport | DAGLB inhibitor | PKA-R2B activ
1 | -0.1 | -0.5 | 7 | 2 | -1
2 | -0.4 | 0.3 | -3 | -1 | -2
3 | -0.3 | -0.4 | 3 | 0 | -5
4 | 1.0 | 0.1 | 5 | -7 | -10
5 | -1.0 | 1.2 | -4 | 2 | 6
6 | 0.3 | -1.2 | -3 | -1 | -13
7 | -0.5 | -1.1 | 9 | -2 | -5
8 | 3.1 | -0.6 | -4 | -4 | -8
9 | 0.5 | -1.5 | 5 | 11 | -3
10 | 1.9 | 0.4 | -1 | -3 | -8
11 | 0.1 | 1.3 | 17 | -2 | -2
12 | 0.7 | -0.6 | -4 | 0 | 1

Brought forward from above: 2 compounds, followed by the next part.
entry | compound | AddAB inh | phage Ecoli inh | Mot1-301 SUMO | PKA-R1A activ | HTR5A inv ag | HTR5A ag ctr
11 | O=C(NCC1CCCCC1)c1cccc(Br)c1 | 0.5 | 1.1 | -4 | 4 | 8 | -1
12 | C(=N\Nc1ccc2nncn2n1)/c1ccco1 | 2.2 | 3.2 | -1 | 0 | 14 | -2
13 | O=C(CCN1CCN(c2ccccc2)CC1)NNC(=S)Nc1ccccc1 | 0.1 | 1.5 | -18 | -2 | 5 | 5
14 | O=C1C(C=NCCCN2CCOCC2)=C(O)c2ccccc21 | 2.1 | 1.3 | -8 | 5 | -21 | 4
15 | O=C(CSc1nnc(SCc2ccc(Cl)cc2)s1)N1CCN(C(=O)c2ccco2)CC1 | 1.2 | 3.8 | 99 | -5 | 11 | -3
16 | Cc1ccccc1Nc1nc(N2CCOCC2)nc(N2CCOCC2)n1 | 2.9 | 1.3 | -5 | 9 | 7 | -3
17 | CC1C(O)=C(c2nc3ccccc3[nH]2)C(=N)N1c1ccccc1 (stereo unspecified) | -2.5 | -2.8 | 13 | -3 | -14 | -1
18 | CCN(CC)CCNC(=O)c1cccc(NC(=O)C(=O)c2ccccc2NC(C)=O)c1 | 0.6 | -0.3 | -19 | -4 | 10 | -4
19 | CC(C)NC(=O)/C(C#N)=C/c1cccc(NC(=O)c2ccccc2Cl)c1 | -0.8 | 2.0 | -21 | 1 | -2 | 0
20 | Cc1cc(C(=O)OCC(=O)N(C)C2CCS(=O)(=O)C2)c(C)n1-c1ccccc1 (stereo unspecified) | 3.0 | 1.7 | 3 | 0 | 6 | 1
21 | Cn1c(NC(=O)c2cc(-c3ccc4c(c3)OCO4)nc3ccccc23)cc(=O)n(C)c1=O | 1.4 | 3.1 | 16 | -10 | -10 | 3
22 | Cc1ccnc(NC(=O)CNC(=O)c2ccc3ccccc3c2)c1 | -0.2 | 1.9 | 9 | 5 | -8 | 3
23 | COc1ccc(-n2cc(C#N)c(=O)[nH]c2=O)cc1 | -0.6 | 5.5 | 13 | 14 | -2 | 1
24 | O=C(CSc1nc(O)c(C2CCCCC2)c(=O)[nH]1)Nc1ccc(Cl)cc1 | 2.6 | 2.0 | -12 | -12 | -1 | 0

entry | E coli growth | CDK5 p35 inh | Tat transport | DAGLB inhibitor | PKA-R2B activ
11 | 0.1 | 1.3 | 17 | -2 | -2
12 | 0.7 | -0.6 | -4 | 0 | 1
13 | 1.6 | -0.4 | -2 | -3 | 5
14 | 1.2 | -0.8 | 0 | 1 | -7
15 | -0.6 | 0.5 | -3 | -2 | -1
16 | -1.3 | 0.5 | 5 | -2 | 0
17 | -1.0 | 0.5 | -3 | 4 | -3
18 | 1.1 | -1.3 | 1 | 3 | -3
19 | -1.8 | 1.5 | -8 | 0 | -1
20 | -1.9 | 0.1 | 9 | 2 | -4
21 | -0.9 | 1.9 | -8 | -4 | 9
22 | -2.9 | -0.9 | -7 | 0 | 4
23 | -2.6 | -2.7 | -1 | 2 | 4
24 | 1.6 | -0.6 | -16 | -1 | 0

Results in DAGLB inhibitor, PKA-R2B activ and Tat transport, for three of the compounds above:
| entry | Compound | DAGLB inhibitor | PKA-R2B activ | Tat transport |
| --- | --- | --- | --- | --- |
| 16 | Cc1ccccc1Nc1nc(N2CCOCC2)nc(N2CCOCC2)n1 | -2 | 0 | 5 |
| 19 | CC(C)NC(=O)/C(C#N)=C/c1cccc(NC(=O)c2ccccc2Cl)c1 | 0 | -1 | -8 |
| 17 | CC1C(O)=C(c2nc3ccccc3[nH]2)C(=N)N1c1ccccc1 (stereo unspecified) | 4 | -3 | -3 |

Remaining list, next part
entry | compound | AddAB inh | phage Ecoli inh | Mot1-301 SUMO | PKA-R1A activ | HTR5A inv ag | HTR5A ag ctr
25 | Oc1c(Br)cc(CNC2CCCCC2)cc1Br | . | 4.1 | . | -5 | -7 | 2
26 | O=C(Nc1ccc2c(c1)OCCO2)C1CCCN(S(=O)(=O)c2cccnc2)C1 (stereo unspecified) | 4.1 | 0.9 | 3 | 4 | 9 | -4
27 | Cc1ccc(C(=O)NCCC(=O)N2CCC3(CC2)NCCc2[nH]cnc23)cc1C | 1.1 | 1.8 | 8 | -3 | -2 | -5
28 | Cc1ccc(Nc2c(O)nc[nH]c2=O)cc1C | . | 2.7 | . | -4 | 7 | -2
29 | COc1ccc(O)c(-c2cn[nH]c2-c2cccs2)c1 | 1.4 | 1.1 | 162 | -4 | -26 | 0
30 | CCC(C)(C)NC(=O)C(c1cccc(OC)c1OC)N(C(=O)CCC(=O)Nc1cc(C)on1)C(C)C (stereo unspecified) | 6.2 | -0.3 | 15 | 12 | -19 | -4
31 | COc1cccc(Cn2cnc3c([N+](=O)[O-])c(C)c(C)cc32)c1 | -0.2 | 3.5 | 3 | 4 | 0 | 0
32 | Cc1cc(C)nc(SCC(=O)N2CCOCC2)n1 | 0.4 | -0.6 | 11 | 2 | 20 | 0
33 | Cc1ccc(NC(=O)CN(C)C(=O)/C=C/c2ccc3c(c2)OCO3)cc1 | 0.1 | 0.4 | 15 | 9 | -1 | 0
34 | CCN1C(=O)[C@H]2[C@@H](c3ccc(-c4ccc(C(C)=O)cc4)c(OC)c3)N[C@@](Cc3ccccc3)(C(=O)OC)[C@H]2C1=O | 2.1 | 3.7 | 33 | -12 | -20 | 2
35 | C/C(=N/NC(=O)c1sc(=S)n(C)c1C)c1ccccc1 | 3.9 | 2.0 | -9 | -3 | 5 | -2
36 | COC(=O)C1=C[C@@H](C(=O)OC)C2C3=C(C(=O)C24CCCCC4)[C@H](C)n2c(=O)n(C)c(=O)n2[C@@H]3C1 (stereo partly specified) | 1.6 | -0.5 | 20 | 4 | -14 | 5

entry | E coli growth | CDK5 p35 inh | Tat transport | DAGLB inhibitor | PKA-R2B activ
25 | . | 1.5 | -5 | 5 | -1
26 | 2.2 | -1.2 | ? | 6 | 4
27 | -0.1 | . | 0 | 0 | -5
28 | . | 0.9 | 1 | 1 | -6
29 | -0.6 | 0.0 | -1 | 0 | 0
30 | -1.4 | 0.5 | -3 | -2 | 10
31 | -3.5 | 0.9 | 3 | -1 | 7
32 | -1.7 | -2.7 | -2 | 1 | 7
33 | 0.9 | -0.5 | 3 | -2 | -2
34 | -1.7 | -1.5 | -3 | -4 | 7
35 | -0.8 | -1.5 | 3 | -1 | 0
36 | 1.7 | -2.0 | 14 | 0 | -11

Carrying on:
entry | compound | AddAB inh | phage Ecoli inh | Mot1-301 SUMO | PKA-R1A activ | HTR5A inv ag | HTR5A ag ctr
37 | COc1ccc2nc(SCC(=O)c3ccco3)[nH]c2c1 | 3.0 | 2.6 | -2 | 15 | -22 | -1
38 | Cc1ccn2c(Nc3ccc4c(c3)OCO4)c(-c3ccccn3)nc2c1 | 6.5 | 2.2 | 10 | -9 | 26 | -6
39 | Cn1c(=O)cc(OCCCC(=O)NCCC2=CCCCC2)c2ccccc21 | 2.0 | 3.9 | -23 | -3 | -45 | -1
40 | CC(C)(C)n1nc2c(c1NC(=O)Cc1ccc([N+](=O)[O-])cc1)CS(=O)(=O)C2 | 0.2 | 2.1 | 2 | -11 | 3 | 0
41 | COc1cccc(-c2cc(C(=O)N3CCN(C(c4ccccc4)c4ccccc4)CC3)no2)c1 | 1.9 | 0.7 | 18 | -13 | -11 | 1
42 | C[C@H]1CN([C@@H](C)CO)C(=O)c2cc(NC(=O)Nc3cccc4ccccc34)ccc2O[C@@H]1CN(C)Cc1ccc(-c2ccccc2)cc1 | 0.7 | -0.8 | -4 | 0 | -28 | 10

entry | E coli growth | CDK5 p35 inh | Tat transport | DAGLB inhibitor | PKA-R2B activ
37 | 3.6 | -1.0 | 1 | -4 | 1
38 | 3.0 | -1.9 | -12 | 3 | -10
39 | 0.3 | -1.5 | 2 | 1 | 14
40 | -1.6 | 0.8 | 8 | 2 | -13
41 | -1.6 | 0.6 | 2 | -6 | -4
42 | -1.2 | 0.4 | 1 | 1 | -7

Source: PubChem
